# TNF death inh: TNF-alpha cell death inhibition in Jurkat FADD-/- cells; Jurkat FADD-/- TNF necroptosis rescue, ATP luminescence, 24 h; 0 = TNF only, 100 = no-TNF cells; activation (protection from cell death), % at 10 µM; 220,000 compounds, 0.068% hits; AID 463075;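 active = activation, meaning protection from cell death, of at least 50% relative to plate controls; inactive = activation below 50%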;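 note: necroptosis triggered by 40 ng/mL TNF-alpha added together with compound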
# zfTRPN1 agonist: zebrafish TRPN1 (NompC) channel agonism; HEK293 zebrafish TRPN1-YFP, Fluo-8 calcium fluorescence; 100% = response to 87 µM carbachol; activation, % at 3 µM; AID 1424; 220,000 compounds, 0.18% hits;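 active = activation above its plate's cutoff, the mean activation of test wells on that plate plus 3 SD, cut at about 19% in these data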;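 note: 0% = DMSO alone and 100% = 87 µM carbachol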
#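 Material: zebrafish TRPN1-YFP in HEK293 cells; Doses: single test compound dose, 3 µM nominal, 0.3% DMSO; Timing: dye loading 1 h at 37 °C, then 30 min room temperature; Technique: intracellular calcium fluorescence with Fluo-8; Benchmarks: high carbachol 87 µM, low DMSO alone.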
# MDM2 E3 inh: Mdm2 E3 ligase (human) inhibition; signal enhancement, % at 5 µM; Q00987; AID 1230; cell-based MDM2 ubiquitination luciferase reporter, 2 h; 0 = plate control, 100 = twice control, blank-subtracted; 210,000 compounds, 0.11% hits;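 active = signal enhancement of 30% or more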;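 note: luminescence tracks abundance of the self-degrading MDM2-luciferase fusion protein; higher signal means inhibition of MDM2 E3 ligase activity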
#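 Timing – 2 h compound exposure at 37 °C · Assay system – mammalian cells stably expressing self-ubiquitinating, self-degrading MDM2 E3–luciferase fusion · Amount – 2000 cells seeded into each well · Measure – % luminescence enhancement versus blank-corrected plate control mean · Measured by – SteadyLite luminescence, 15 min reagent step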
# CHOP inhibitor: blocks CHOP induction under ER stress; 220,000 compounds, 3.8% hits; inhibition, % at 10 µM; CHO-K1 CHOP-promoter luciferase, tunicamycin-induced, 15-18 h; AID 2732;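 active = compounds that reduced the stress-induced luciferase reporter signal by more than about 70% of percent inhibition, limit read from the data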;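 note: 0% = tunicamycin plus vehicle and 100% = wells without tunicamycin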
# NCF1 inh: inhibitors of human p47phox binding; inhibition, % at 24.7 µM; 220,000 compounds, 0.53% hits; AID 1274; p47phox/p22phox peptide binding, fluorescence polarization, 2 h;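 active = inhibition above about 30%, limit read from the data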;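 note: 0% = p47phox with labelled peptide and 100% = labelled peptide alone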
# TRPML3 ag: activates the human TRPML3 channel. HEK293 TRPML3-YFP, Fluo-8 calcium fluorescence; 100% = the carbachol control signal. Q8TDD5. 220,000 compounds, 0.29% hits. AID 1448. activation, % at 3 µM;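 active = activation above its plate's cutoff, the mean activation of the plate's test wells plus 3 SD, cut at about 12% in these data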;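 note: 0% = DMSO only wells and 100% = carbachol wells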
# Target sequence (Q8TDD5 whole entry, looked up): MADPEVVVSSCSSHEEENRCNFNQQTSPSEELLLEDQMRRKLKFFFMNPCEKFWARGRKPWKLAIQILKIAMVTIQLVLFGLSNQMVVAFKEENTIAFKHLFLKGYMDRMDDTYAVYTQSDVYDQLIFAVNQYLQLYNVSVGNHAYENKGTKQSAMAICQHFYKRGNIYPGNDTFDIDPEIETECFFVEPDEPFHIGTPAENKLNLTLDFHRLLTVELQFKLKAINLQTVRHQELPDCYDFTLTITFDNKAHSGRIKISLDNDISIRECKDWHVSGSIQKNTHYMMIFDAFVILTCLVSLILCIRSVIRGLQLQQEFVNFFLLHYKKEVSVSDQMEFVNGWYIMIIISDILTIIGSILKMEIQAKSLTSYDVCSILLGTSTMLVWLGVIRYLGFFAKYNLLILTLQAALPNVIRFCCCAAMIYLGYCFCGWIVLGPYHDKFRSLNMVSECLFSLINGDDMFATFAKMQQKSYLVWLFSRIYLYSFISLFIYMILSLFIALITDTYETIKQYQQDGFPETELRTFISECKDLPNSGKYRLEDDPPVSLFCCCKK
#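 Test system: TRPML3-YFP stable HEK293 cells. Doses: single point at 3 µM. Incubation: dye loading 1 h 37 °C then 30 min ambient, 125 s read. Signal: Fluo-8 calcium dye fluorescence, ex 470-495, em 515-575 nm. Measure: percent activation from peak-to-basal fluorescence ratio, scaled between DMSO and carbachol.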
# PPC-1+TRAIL kill: PPC-1 cancer cell killing with TRAIL present; PPC-1 cells + TRAIL, ATPLite viability luminescence; cell killing (% activity), % at 4 µM; 220,000 compounds, 0.41% hits; AID 1443;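 active = cell killing above 50% in the first pass at 4 µM, then a duplicate retest at 5 µM averaging 50% or more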;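 note: plate controls were cells with TRAIL plus DMSO for no effect and medium-only wells lacking cells for full effect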
# EBV gp42 inh: inhibitors of Epstein-Barr virus glycoprotein 42. Q1HVG2. Fluorescence polarization binding assay, mP read-out. inhibition, % (tested at 21.74 µM). 220,000 compounds, 0.42% hits; in the data active = inhibition above about 50%
# Target sequence (Q1HVG2 whole entry, looked up): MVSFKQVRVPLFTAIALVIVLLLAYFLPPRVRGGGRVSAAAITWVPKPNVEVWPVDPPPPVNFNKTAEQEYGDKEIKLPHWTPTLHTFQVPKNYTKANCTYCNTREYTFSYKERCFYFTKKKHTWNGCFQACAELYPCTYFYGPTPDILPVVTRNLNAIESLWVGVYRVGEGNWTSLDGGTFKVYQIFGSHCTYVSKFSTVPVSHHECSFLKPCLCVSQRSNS
# Runt-SMMHC FRET: blocks binding of human RUNX1 Runt domain to CBFb-SMMHC | Cerulean-Runt/Venus-CBFb-SMMHC FRET ratio 530/480, 1 h | inhibition, % at 20 µM | 220,000 compounds, 0.74% hits;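 active = mean inhibition across duplicate retests at 20 µM reaching about 50%, limit read from the data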;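 note: 0% = DMSO wells and 100% = wells with excess untagged CBFb-SMMHC; inhibitors lower the FRET ratio by blocking Runt binding to CBFb-SMMHC; some results filed as inactive read as strong as hits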
# * hit, by the source's call; x = not tested or not shown; [ ] = remark or other dose.
SMILES,TNF death inh,zfTRPN1 agonist,MDM2 E3 inh,CHOP inhibitor,NCF1 inh,TRPML3 ag,PPC-1+TRAIL kill,EBV gp42 inh,Runt-SMMHC FRET
Cc1cc(C(=O)NC(C)c2ccc3c(c2)OCO3)cs1 (centres undefined),3.5,0.6,-6,74*,-12,0.0,21,-7,-2
CCC(C)n1c(SCc2ccccc2)nc2ccsc2c1=O (centres undefined),0.4,0.5,-5,45,-8,0.3,2,-15,-3
CC(=O)c1ccc(NC(=O)c2c(C)nn(-c3ccccc3)c2Cl)cc1,-0.6,-0.6,-5,-2,-8,0.7,12,12,-2
O=C(COc1ccccc1)NCC(=O)N/N=C/c1ccco1,0.4,-1.1,-7,21,-8,0.5,33,-6,-1
O=C(Cn1cc2c(n1)CCCC2)N1CCCC1,1.5,0.4,-19,-8,-21,0.2,2,-6,2
O=[N+]([O-])c1ccccc1Nc1ccc(O)cc1,-4.4,-2.4,-8,6,-4,-0.5,10,25,-5
CC(=O)c1sc(C(C)(C)C)cc1NC(=O)/C=C/C(=O)O,-1.1,0.7,-16,11,-6,1.3,12,-10,-1
CC1(C)CC(=O)C2=C(C1)NC(SCC(=O)Nc1ccccc1)=C(C#N)C21CCCCC1,3.2,-0.6,-6,35,-14,0.0,-21,-7,14
O=C(CS(=O)(=O)Cc1ccccc1)N1CCN(Cc2ccc3c(c2)OCO3)CC1,-0.9,0.0,-13,31,-8,0.2,14,-15,0
CC(C(=O)NC1CC(C)(C)NC(C)(C)C1)c1ccc([N+](=O)[O-])cc1 (centres undefined),0.8,0.2,-2,7,-11,0.5,7,-8,0
Cc1cnc(NC(=O)CSc2nnc(-c3ccccc3)o2)s1,-0.7,0.9,-13,8,-13,-0.2,28,-21,-1
COc1ccc2nc(Sc3c([N+](=O)[O-])nc(C)n3Cc3ccccc3)[nH]c2c1,-15,-0.7,-5,-61,13,-0.1,-17,-3,0
COCCOc1nc2c(c(=O)n(C)c(=O)n2C)n1Cc1cccc(OC)c1,-3.9,-0.9,-12,40,6,0.9,-12,-10,1
CC(/C=N/NC(=O)c1cc(-c2ccc(C)s2)[nH]n1)=C\c1ccccc1,-2.3,0.1,-8,96*,-14,0.9,16,-10,-1
CCOc1ccc(C(=O)NCC(=O)OC(C)C(=O)NCc2ccco2)cc1OCC (centres undefined),-0.7,1.4,-19,15,0,1.6,15,6,2
CCCC(=O)C1=C(O)C(C(=O)OC)C(C)(C)CC1=NCCCCCC(=O)O (centres undefined),1.8,0.5,0,-5,-2,0.4,-14,-13,-1
Cc1nn(-c2ccc(Cl)c(Cl)c2Cl)c(=O)c2ccccc12,-0.4,-1.3,x,37,7,-1.0,-20,11,0
COc1ccc(C(=O)NCCC2=CCCCC2)cc1,1.4,0.1,-45,22,4,-0.4,19,-20,4
COc1ccc(C2(CNC(=O)C(c3ccccc3)c3ccccc3)CCOCC2)cc1OC,-0.2,-1.3,-5,27,6,0.0,-4,-13,2
CC1(C)Cc2c(C#N)c(SCCC#N)nc(N3CCOCC3)c2CS1,-2.1,0.6,-10,0,-7,0.3,21,-9,-4
CSc1nc(-c2ccccc2)nn1C(=O)c1ccccc1,-5.1,-0.1,-11,45,-11,-0.6,22,1,-4
Nc1nc(-c2ccco2)nn1C(=O)c1ccc([N+](=O)[O-])cc1,0.0,-0.5,-8,-5,0,0.9,24,3,1
CCn1c(C)c(C(C)=O)c(N2CCN(c3ccc(OC)cc3)CC2)nc1=S,-0.3,1.2,-6,-1,-8,0.8,13,-4,-39
O=[N+]([O-])c1ccc(COc2ccc(-c3[nH]ncc3-c3ccccc3)c(O)c2)cc1,3.0,0.7,-9,99*,-9,0.9,20,-1,8
O=C1OC(OC(=O)c2ccccc2Br)C(N2CCOCC2)=C1Cl (centres undefined),2.8,1.8,-6,20,1,0.6,32,-5,1
O=C1CC(=O)CC(c2ccccc2)C1,1.0,0.0,-10,29,11,0.1,4,-3,0
N#CC(=C1CCCC1)c1nc(-c2ccccc2)cs1,-0.8,-1.7,-14,16,-12,-1.1,30,-23,-7
O=C(CSCc1ccccc1)Nc1ccc(S(=O)(=O)N2CCOCC2)cc1,-0.9,1.9,3,4,-7,0.4,19,-25,-2
COc1ccc(OC)c(Cc2nnc(CCC(=O)NCc3ccsc3)o2)c1,0.1,-0.1,-18,36,9,0.8,1,-4,-1
Cc1cccc(-n2ncc3c(N4CCc5ccccc54)ncnc32)c1,1.2,-0.6,-2,17,0,0.0,-11,-24,1
CN1CCN(NC(=O)c2cc([N+](=O)[O-])cc([N+](=O)[O-])c2)CC1,-0.6,1.0,-14,51,-11,1.5,-18,-12,2
CC(C)CCN1CCN(Cc2cccn2-c2ccccn2)CC1CCO (centres undefined),-0.5,-1.7,9,18,6,0.3,19,-2,3
CCN(c1cccc(C)c1)S(=O)(=O)c1cccc(C(=O)O)c1,-0.2,-0.1,-5,1,5,0.9,11,-16,-6
CCS/C(N)=N/N=C/c1cc(C)ccc1O,-22,-0.6,-11,-7,-17,0.1,62*[5 µM],-6,1
CCCCCn1c(N2CCN(c3cccc(Cl)c3)CC2)nc2c1c(=O)[nH]c(=O)n2C,-3.1,0.2,7,87*,-11,0.5,8,-9,-9
Nc1ccc2oc(-c3cccc(Br)c3)nc2c1,-6.0,0.0,-19,24,-9,0.1,20,3,-6
CCCCCCCCOc1ccc(C2OC34CCCCC3C(C#N)(C#N)C2(C#N)C(=N)O4)cc1 (centres undefined),-0.8,0.7,-14,-46,-26,1.4,15,-5,56*
CC(C)(C)n1nnnc1CN(Cc1ccco1)Cc1cc2cc3c(cc2[nH]c1=O)OCO3,-2.0,0.4,-10,19,2,0.7,22,4,60
CSc1nnc2c(n1)OC(C)=Nc1ccccc1-2,-0.9,0.3,2,-4,-10,-0.1,11,-15,-1
COc1ccccc1NC(=O)C1=C(C)Nc2nc(-c3cccs3)nn2C1c1cccc(O)c1 (centres undefined),-8.3,1.0,-23,12,-19,-0.7,9,16,2
O=C(CSc1nnc(CCCN2C(=O)c3cccc4cccc(c34)C2=O)n1-c1ccccc1)N1CCCCC1,2.2,0.5,-9,40,10,-0.1,10,9,-3

# Part of the list above in order of number of heavy atoms, smallest number first:
SMILES,TNF death inh,zfTRPN1 agonist,MDM2 E3 inh,CHOP inhibitor,NCF1 inh,TRPML3 ag,PPC-1+TRAIL kill,EBV gp42 inh,Runt-SMMHC FRET
O=C1CC(=O)CC(c2ccccc2)C1,1.0,0.0,-10,29,11,0.1,4,-3,0
Nc1ccc2oc(-c3cccc(Br)c3)nc2c1,-6.0,0.0,-19,24,-9,0.1,20,3,-6
CSc1nc(-c2ccccc2)nn1C(=O)c1ccccc1,-5.1,-0.1,-11,45,-11,-0.6,22,1,-4
Nc1nc(-c2ccco2)nn1C(=O)c1ccc([N+](=O)[O-])cc1,0.0,-0.5,-8,-5,0,0.9,24,3,1
O=C1OC(OC(=O)c2ccccc2Br)C(N2CCOCC2)=C1Cl (centres undefined),2.8,1.8,-6,20,1,0.6,32,-5,1
Cc1cccc(-n2ncc3c(N4CCc5ccccc54)ncnc32)c1,1.2,-0.6,-2,17,0,0.0,-11,-24,1
CC(C)CCN1CCN(Cc2cccn2-c2ccccn2)CC1CCO (centres undefined),-0.5,-1.7,9,18,6,0.3,19,-2,3
COc1ccc(OC)c(Cc2nnc(CCC(=O)NCc3ccsc3)o2)c1,0.1,-0.1,-18,36,9,0.8,1,-4,-1
O=[N+]([O-])c1ccc(COc2ccc(-c3[nH]ncc3-c3ccccc3)c(O)c2)cc1,3.0,0.7,-9,99*,-9,0.9,20,-1,8
CC(C)(C)n1nnnc1CN(Cc1ccco1)Cc1cc2cc3c(cc2[nH]c1=O)OCO3,-2.0,0.4,-10,19,2,0.7,22,4,60
COc1ccccc1NC(=O)C1=C(C)Nc2nc(-c3cccs3)nn2C1c1cccc(O)c1 (centres undefined),-8.3,1.0,-23,12,-19,-0.7,9,16,2
CCCCCCCCOc1ccc(C2OC34CCCCC3C(C#N)(C#N)C2(C#N)C(=N)O4)cc1 (centres undefined),-0.8,0.7,-14,-46,-26,1.4,15,-5,56*
O=C(CSc1nnc(CCCN2C(=O)c3cccc4cccc(c34)C2=O)n1-c1ccccc1)N1CCCCC1,2.2,0.5,-9,40,10,-0.1,10,9,-3
